PLK1 PBD block = qHTS for Inhibitors of PLK1-PDB (polo-like kinase 1 - polo-box domain): Primary Screen | 360,000 compounds, 2.8% hits | Serine/threonine-protein kinase PLK1 (Homo sapiens), P53350 | AID 720504, 2013 | Plk1 PBD binding of FITC phosphopeptide, fluorescence polarization | Potency, µM, for inactives: max response, negative = inhibition, hits mostly inhibitors; also: potency is read from the fitted curve at half-maximal effect; series mostly up to about 57 µM; % is scaled to controls: 0 for no effect and ±100 for the full control effect; nearly all actives have a fitted effect of over 65% in size
IL2 activator = qHTS of IL-2 Activators; 360,000 compounds, 0.065% hits; activation, % (series mostly up to about 46 µM); IL-2 activation reporter assay, cell-based qHTS; stimulated with anti-CD3/CD4/CD28 beads; in transgenic mouse T cells; in the data active = activation above about 50%; inconclusive = mostly about 30% to 49%; also: 0% is about no effect
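Unstimulated transgenic mouse T cells, 750 per well, received compound and, after 60 minutes, anti-CD3/anti-CD4 bead plus anti-CD28 stimulation. EGFP and DsRed were quantified after 18 hours.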
HEK293 tox = qHTS of GLP-1 Receptor Inverse Agonists: Cytotox Screen; Potency, µM (highest dose often 38.3 µM), for inactives: top-dose activity change, negative = inhibition, actives largely listed as inhibitors; HEK293 cAMP-luciferase reporter cells, luminescence, 24 h; 410,000 compounds, 0.13% hits;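 also: loss of luciferase light is scored as toxicity; potency is read from the fitted curve at half-maximal effect; % is scaled to controls: 0 for no effect and ±100 for the full control effect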
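Cells in DMEM/10% Nu serum/1% pen-strep, 1536-well format. Pre-incubated 12 h, dosed with 23 nL compound, incubated a further 24 h. Luciferase detection, 12 min at room temp, luminescence.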
PI5P4Ka inh = qHTS for Inhibitors of phosphatidylinositol 5-phosphate 4-kinase (PI5P4K); Phosphatidylinositol 5-phosphate 4-kinase type-2 alpha (Homo sapiens), P48426; PI5P4Kalpha enzyme, ADP-Glo luminescence, 60 min; stronger effect = lower value; max response, %; 330,000 compounds, 1.2% hits; active = max response of -50% or lower; inconclusive = between -30% and -50%; inactive = -30% or higher; also: value at the top dose of about 77 µM; % is scaled to controls: 0 for no effect and ±100 for the full control effect
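Quantitative HTS of the MLSMR library against PI5P4Kalpha with substrate. ATP added last at 5 microM final; room temperature, 60 minutes. Remaining ATP depleted, ADP converted and read as luminescence.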
EPAC1 antagonist = qHTS for Antagonist of cAMP-regulated guanine nucleotide exchange factor 3 (EPAC1): primary screen; EPAC1 GEF assay, Rap1b-BODIPY-GDP exchange fluorescence; Potency, µM (titrated, usually from 115 µM), for inactives: top-dose activity change, negative = inhibition, most hits filed as inhibitors; 360,000 compounds, 0.14% hits; AID 720709, 2013;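 also: potency is read from the fitted curve at half-maximal effect; plate controls were vehicle for no effect and positive control for full effect; nearly all actives have a fitted effect of over 50% in size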
Target sequence (O95398 whole entry, looked up): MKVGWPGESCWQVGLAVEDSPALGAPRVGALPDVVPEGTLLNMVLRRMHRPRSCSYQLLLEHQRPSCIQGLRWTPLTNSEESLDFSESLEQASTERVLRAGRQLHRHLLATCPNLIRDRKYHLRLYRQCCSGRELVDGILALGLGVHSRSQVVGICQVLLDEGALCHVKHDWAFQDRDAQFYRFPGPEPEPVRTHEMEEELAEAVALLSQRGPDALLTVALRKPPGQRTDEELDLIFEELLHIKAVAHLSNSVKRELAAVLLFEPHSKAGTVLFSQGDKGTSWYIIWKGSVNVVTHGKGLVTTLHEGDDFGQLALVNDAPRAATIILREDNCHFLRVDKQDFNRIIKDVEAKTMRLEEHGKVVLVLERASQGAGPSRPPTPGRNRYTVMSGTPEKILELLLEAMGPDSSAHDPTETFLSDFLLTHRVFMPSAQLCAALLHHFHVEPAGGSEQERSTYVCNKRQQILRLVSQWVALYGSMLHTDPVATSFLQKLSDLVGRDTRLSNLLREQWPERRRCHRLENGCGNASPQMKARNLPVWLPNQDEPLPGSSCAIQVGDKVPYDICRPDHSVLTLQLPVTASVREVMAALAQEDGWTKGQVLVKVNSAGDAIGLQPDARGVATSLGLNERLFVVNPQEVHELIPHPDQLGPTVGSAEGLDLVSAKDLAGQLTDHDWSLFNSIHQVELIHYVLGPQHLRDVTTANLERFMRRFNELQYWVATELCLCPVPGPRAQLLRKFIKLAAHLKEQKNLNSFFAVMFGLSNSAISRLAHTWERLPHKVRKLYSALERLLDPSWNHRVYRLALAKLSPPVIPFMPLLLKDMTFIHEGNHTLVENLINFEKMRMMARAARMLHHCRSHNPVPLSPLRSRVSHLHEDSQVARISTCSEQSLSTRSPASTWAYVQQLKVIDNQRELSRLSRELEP
PTHR1 ag = qHTS for PTHR1 Agonists: Primary Screen | Potency, µM (series often up to 115 µM), for the others: at the top dose activation, usual class: activators | HEK293 GP2 PTHR1 cells, GloSensor cAMP luminescence, 1 h | 410,000 compounds, 0.075% hits | Parathyroid hormone/parathyroid hormone-related peptide receptor (Homo sapiens), Q03431; also: potency is read from the fitted curve at half-maximal effect; nearly all actives have a fitted effect of over 55% in size; some results filed as inactive show a strong effect at the top dose; inactives centre near -15; many of its hits are not listed in these tables
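HEK-293-derived GP2 cells expressing PTHR1 and a GloSensor cAMP reporter, 3,000/well, plated overnight, given luciferin plus IBMX (each 0.5 mM as added) for 1 h at 37 °C, then compound for 1 h at 37 °C. Luminescence was read after 15 min at room temperature.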
GLP-1R agonist = qHTS of GLP-1 Receptor Agonists. Glucagon-like peptide 1 receptor (Homo sapiens), P43220. 380,000 compounds, 0.007% hits. Potency, µM (series often up to 45.6 µM), for inactives: at the top dose activation, most hits filed as activators. AID 624172, 2012. HEK293 GLP-1R CRE-luciferase, luminescence, 4-6 h; cells express a hypersensitive GLP-1R form; also: potency is read from the fitted curve at half-maximal effect; % of control where 0% means no effect
EPAC1 ag = qHTS for Agonist of cAMP-regulated guanine nucleotide exchange factor 3 (EPAC1): primary screen | Potency, µM (series often up to 154 µM), inactives show top-dose activation, actives largely listed as activators | AID 720707, 2013 | 360,000 compounds, 0.073% hits | EPAC1 agonist qHTS, biochemical assay; response scale: 100% = response to 6.5 mM cAMP; also: potency is read from the fitted curve at half-maximal effect; nearly all actives have a fitted effect of over 60% in size
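Compounds were pinned as a concentration titration into mixtures of EPAC1 (100 nM), BODIPY-GDP-loaded Rap1B (250 nM) and GDP (50 uM). After 5 min at room temperature, fluorescence was followed for 30 min; activity was scaled to 6.5 mM cAMP.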
GLP1R inv ag = qHTS of GLP-1 Receptor Inverse Agonists (Inhibition Mode); HEK293 GLP-1R CRE-luciferase, luminescence, 24 h; GLP-1R form is constitutively active; Potency, µM (series often up to 38.3 µM), for inactives: at the highest dose activity change, negative = inhibition, hits mostly inhibitors; 410,000 compounds, 1.6% hits; AID 624417, 2012; also: potency is read from the fitted curve at half-maximal effect; % is scaled to controls: 0 for no effect and ±100 for the full control effect; nearly all actives have a fitted effect of over 55% in size
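HEK293 cells stably co-expressing a cAMP-responsive luciferase reporter and constitutively active GLP-1R were seeded, incubated 12 h, then exposed to compounds for 24 h at 37 C. Luminescence was read 12 min after detection reagent; inverse agonists lower signal.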
An asterisk follows results filed as active; & = joins results of further samples; [ ] = remark or other dose. Unless noted, calls follow the shape of the dose curve; as a rule, active = well fitted curve in the direction sought with a large enough effect; inconclusive = small, poorly fitted or top-dose-only effect, or another doubt; inactive = no such curve, though single readings can be large; an effect the other way counts as inactive or inconclusive.

Cc1cccn2c(=O)c3cc(C(=O)N4CCN(Cc5ccccc5)CC4)sc3nc12 was read as PLK1 PBD block -6%, IL2 activator -0.2, HEK293 tox 50%[activator], PI5P4Ka inh -1, EPAC1 antagonist -20%, PTHR1 ag -39%[inhibitor], GLP-1R agonist 6%, EPAC1 ag -5% and GLP1R inv ag 7%.
Screening O=c1[nH]c2nc(Cl)nc(Cl)c2[nH]1 returned PLK1 PBD block 3%, IL2 activator 0.3, HEK293 tox 1%, PI5P4Ka inh -6, EPAC1 antagonist -1%, PTHR1 ag -8%, GLP-1R agonist 4%, EPAC1 ag -5% and GLP1R inv ag 7%.
For COc1ccc(NC(=O)c2cc(-c3cc(Cl)ccc3C)n[nH]2)cc1OC the results were PLK1 PBD block 5%, IL2 activator -0.2, HEK293 tox -18%, PI5P4Ka inh -4, EPAC1 antagonist -3%, PTHR1 ag -3%, GLP-1R agonist 2%, EPAC1 ag -8% and GLP1R inv ag inconclusive.
`CCC(=O)Nc1ccc(S(=O)(=O)N2CCC(c3nc4ccccc4[nH]3)CC2)cc1` gave PLK1 PBD block -2%, IL2 activator 1.7, HEK293 tox -6%, PI5P4Ka inh -7, EPAC1 antagonist -11%, PTHR1 ag inactive, GLP-1R agonist 9%, EPAC1 ag inconclusive and GLP1R inv ag -5%.
Screening C=CCn1c(CNC(=O)c2ccco2)nnc1SCC(=O)Nc1cccc(F)c1 returned PLK1 PBD block -18%, IL2 activator 2.4, HEK293 tox -6%, PI5P4Ka inh -10, EPAC1 antagonist 9%, PTHR1 ag 9%, GLP-1R agonist 4%, EPAC1 ag 8% and GLP1R inv ag -28%.
Screening CCc1ccccc1NC(=O)CCOc1ccccc1 returned PLK1 PBD block -8%, IL2 activator 1.0, HEK293 tox 6%&0%, PI5P4Ka inh 3, EPAC1 antagonist 11%, PTHR1 ag -14%, GLP-1R agonist -2%, EPAC1 ag 1% and GLP1R inv ag 3%&-16%.
`O=C(NCc1ccccc1Cl)C1CCCO1` (stereo not drawn) gave PLK1 PBD block -5%, IL2 activator -2.6, HEK293 tox 2%, PI5P4Ka inh -28, EPAC1 antagonist 1%, PTHR1 ag inactive, GLP-1R agonist -3%, EPAC1 ag 4% and GLP1R inv ag 4%.
Screening CCN(CC)CCNC(=O)c1ccc(NC(=O)Cc2ccsc2)cc1 returned PLK1 PBD block 2%, IL2 activator -1.2, HEK293 tox 0%, PI5P4Ka inh 2, EPAC1 antagonist 1%, PTHR1 ag inactive, GLP-1R agonist 1%, EPAC1 ag -11% and GLP1R inv ag inconclusive.
For N#CCCCc1cc2cc(F)ccc2cn1 the results were PLK1 PBD block -4%, IL2 activator 1.3, HEK293 tox 0%, PI5P4Ka inh -9, EPAC1 antagonist -3%, PTHR1 ag inactive, GLP-1R agonist -2%, EPAC1 ag -12% and GLP1R inv ag 3%.
For c1csc(C(c2nnnn2C2CCCC2)N2CCOCC2)c1 (stereo not drawn) the results were PLK1 PBD block -9%, IL2 activator -0.2, HEK293 tox -3%, PI5P4Ka inh 3, EPAC1 antagonist -11%, PTHR1 ag inconclusive, GLP-1R agonist 0%, EPAC1 ag -4% and GLP1R inv ag -16%.
Screening CCOC(=O)C(C(=O)OCC)C1CS(=O)(=O)CC1C(C(=O)OCC)C(=O)OCC (stereo not drawn) returned PLK1 PBD block -8%, IL2 activator -2.1, HEK293 tox -5%, PI5P4Ka inh 3, EPAC1 antagonist -1%, PTHR1 ag 10%[57.5 µM], GLP-1R agonist 3%, EPAC1 ag 1% and GLP1R inv ag 3%.
CC(NC(=O)C(=O)N1CCCCC1)C(c1cccs1)N1CCN(c2ccc(F)cc2)CC1 (stereo not drawn) was read as PLK1 PBD block -16%, IL2 activator -1.8, HEK293 tox -10%, PI5P4Ka inh 11, EPAC1 antagonist 4%, PTHR1 ag -11%, GLP-1R agonist 2%, EPAC1 ag -7% and GLP1R inv ag inconclusive.

3 neighbouring compounds from above:
For c1csc(C(c2nnnn2C2CCCC2)N2CCOCC2)c1 (stereo not drawn) the results were PLK1 PBD block -9%, IL2 activator -0.2, HEK293 tox -3%, PI5P4Ka inh 3, EPAC1 antagonist -11%, PTHR1 ag inconclusive, GLP-1R agonist 0%, EPAC1 ag -4% and GLP1R inv ag -16%.
Screening CCOC(=O)C(C(=O)OCC)C1CS(=O)(=O)CC1C(C(=O)OCC)C(=O)OCC (stereo not drawn) returned PLK1 PBD block -8%, IL2 activator -2.1, HEK293 tox -5%, PI5P4Ka inh 3, EPAC1 antagonist -1%, PTHR1 ag 10%[57.5 µM], GLP-1R agonist 3%, EPAC1 ag 1% and GLP1R inv ag 3%.
CC(NC(=O)C(=O)N1CCCCC1)C(c1cccs1)N1CCN(c2ccc(F)cc2)CC1 (stereo not drawn) was read as PLK1 PBD block -16%, IL2 activator -1.8, HEK293 tox -10%, PI5P4Ka inh 11, EPAC1 antagonist 4%, PTHR1 ag -11%, GLP-1R agonist 2%, EPAC1 ag -7% and GLP1R inv ag inconclusive.

(more compounds)
Screening O=C(c1cccc(NS(=O)(=O)c2ccc(F)c(F)c2)c1)N1CCN(Cc2ccccc2)CC1 returned PLK1 PBD block 1%, IL2 activator 1.9, HEK293 tox -15%, PI5P4Ka inh 14, EPAC1 antagonist -7%, PTHR1 ag -4%, GLP-1R agonist 0%, EPAC1 ag -2% and GLP1R inv ag inconclusive.
CC(Oc1ccccc1F)C(=O)NN (stereo not drawn) was read as PLK1 PBD block 2%, IL2 activator -0.4, HEK293 tox 3%, PI5P4Ka inh -2, EPAC1 antagonist -14%, PTHR1 ag inactive, GLP-1R agonist -3%, EPAC1 ag -4% and GLP1R inv ag 16%.
Cc1ccc(C(=O)N/C(=C\c2ccc(F)cc2)C(=O)NCc2ccncc2)cc1 was read as PLK1 PBD block -13%, IL2 activator 0.0, HEK293 tox -2%, PI5P4Ka inh 4, EPAC1 antagonist inconclusive, PTHR1 ag -15%, GLP-1R agonist 7%, EPAC1 ag 9% and GLP1R inv ag 28%.
For CC(C)c1nnc(NC(=O)CCC(=O)N2CCN(C3c4ccccc4-c4ccccc43)CC2)s1 the results were PLK1 PBD block -14%, IL2 activator 2.5, HEK293 tox 1%, PI5P4Ka inh 13, EPAC1 antagonist 3%, PTHR1 ag inactive, GLP-1R agonist 10%, EPAC1 ag 9% and GLP1R inv ag -14%.
Screening O=C(Cn1cnc2c(oc3ccccc32)c1=O)NCc1ccccc1 returned PLK1 PBD block -6%, IL2 activator -1.2, HEK293 tox -16%, PI5P4Ka inh 3, EPAC1 antagonist -11%, PTHR1 ag inactive, GLP-1R agonist -1%, EPAC1 ag 2% and GLP1R inv ag -30%.
CCOC(=O)/C=C/c1ccc(C(F)(F)F)cc1S(=O)(=O)NC(C)(C)C was read as PLK1 PBD block -4%, IL2 activator -0.7, HEK293 tox 6%, PI5P4Ka inh 8, EPAC1 antagonist -10%, PTHR1 ag -22%, GLP-1R agonist -3%, EPAC1 ag -17% and GLP1R inv ag inconclusive.
CCOC(=S)SCC(=O)N1CCc2cc(OC)c(OC)cc2C1C1C(=O)CC(C)(C)CC1=O (stereo not drawn) was read as PLK1 PBD block 4%, IL2 activator 0.5, HEK293 tox 8%, PI5P4Ka inh 2, EPAC1 antagonist 9%, PTHR1 ag inactive, GLP-1R agonist 2%, EPAC1 ag 3% and GLP1R inv ag -19%.
Screening NC(=O)c1cc(-c2ccccc2)nc(Oc2ccccc2)n1 returned PLK1 PBD block -4%, IL2 activator -0.5, HEK293 tox 49%[activator], PI5P4Ka inh 5, EPAC1 antagonist -8%, PTHR1 ag -45%[inhibitor][57.5 µM], GLP-1R agonist 26%, EPAC1 ag 3% and GLP1R inv ag -26%.
For CCCSc1cc(=O)n(-c2ccccc2)nc1C(=O)O the results were PLK1 PBD block -12%, IL2 activator 0.2, HEK293 tox -1%, PI5P4Ka inh -1, EPAC1 antagonist -9%, PTHR1 ag -1%, GLP-1R agonist 4%, EPAC1 ag 0% and GLP1R inv ag -7%.
Cc1ccc2nc3c(cc2c1)c(NC(=O)C(C)(C)C)nn3CC(C)C was read as PLK1 PBD block -21%, IL2 activator -3.7, HEK293 tox 138%[activator], PI5P4Ka inh 0, EPAC1 antagonist -16%, PTHR1 ag inconclusive, GLP-1R agonist -5%, EPAC1 ag -3% and GLP1R inv ag inconclusive.
`Nc1ccn(Cc2ccccc2)n1` gave PLK1 PBD block -7%, IL2 activator 1.5, HEK293 tox -15%, PI5P4Ka inh 1, EPAC1 antagonist 0%, PTHR1 ag inactive, GLP-1R agonist -1%, EPAC1 ag -2% and GLP1R inv ag -1%.
CCOC(=O)C1CCN(C(=O)CCNC(=O)c2ccccc2OC)CC1 was read as PLK1 PBD block -8%, IL2 activator -2.4, HEK293 tox -4%, PI5P4Ka inh -3, EPAC1 antagonist 9%, PTHR1 ag inactive, GLP-1R agonist 0%, EPAC1 ag -1% and GLP1R inv ag 9%.
COc1ccc(N2CCN(C3CCCN(Cc4cccc(C)c4)C3)CC2)cc1 (stereo not drawn) was read as PLK1 PBD block 3%, IL2 activator -0.3, HEK293 tox 2%, PI5P4Ka inh 0, EPAC1 antagonist 2%, PTHR1 ag -15%, GLP-1R agonist 7%, EPAC1 ag -4% and GLP1R inv ag inconclusive.

Not all compounds are listed. The share of hits here may be higher or lower than overall.
